Gal4-VP16 FLuc = counter-screen for ROR gamma inhibitors: Gal4-VP16 reporter; Drosophila S2 Gal4-VP16 UAS-luciferase, luminescence, 20 h; Potency, µM (titrated, usually from 53.6 µM), for the others: at the highest dose activity, negative = inhibition, actives largely listed as inhibitors; hit rate 3.5% among 310,000;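 also: Gal4-VP16 expression switched on by copper sulfate through the metallothionein promoter; % is scaled to controls: 0 for no effect and ±100 for the full control effect; nearly all actives have a fitted effect of over 50% in size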
BRCA1 expr act = increases BRCA1 expression; MCF7-BRCA1-FFLuc reporter, luminescence, 48 h; response scale: scaled: vehicle 0%, 10 µM genistein 100%; Potency, µM (highest dose often 46.1 µM), inactives show top-dose activation, most hits filed as activators; hit rate 1.1% among 380,000; AID 624202; also: nearly all actives have a fitted effect of over 80% in size; some results filed as inactive show a strong effect at the top dose
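Reporter cells (MCF7, BRCA1 promoter-firefly luciferase) received library compounds across a concentration series for 48 h. End-point luminescence was measured and concentration-effect curves derived after normalization.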
MBNL1 CUG block = inhibitors of human MBNL1 binding to CUG repeat RNA | Q9NR56 | TR-FRET MBNL1-His/biotin-(CUG)12 binding, 665/545 ratio | Potency, µM (doses to about 57.5 µM), without a hit: at the top dose activity change, negative = inhibition, most hits filed as inhibitors | hit rate 0.036% among 280,000 | AID 2675; active = well fitted inhibition curve with a large enough effect in the signal ratio, with a control signal flat, not every such curve was filed as active; inconclusive = small, poorly fitted or top-dose-only effect, or effect the other way, or a change in a side signal; inactive = no such curve, though single readings can be large or run the other way; the % refers to the signal ratio; also: % is scaled to controls: 0 for no effect and ±100 for the full control effect
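Compound titration spanned 92 nM–58 uM against the MBNL1-His/biotin-(CUG)12 complex. After 60 min at room temperature with 5 nM streptavidin-XL665 and 0.055 ng/ul terbium anti-His, ratiometric 665/545 nm emission (Ex 340 nm) normalized to controls.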
uPA generation = blocks generation of uPA at the cell surface; hit rate 0.31% among 330,000; Potency, µM (highest dose often 38.3 µM), for inactives: at the highest dose activity change, negative = inhibition, usual class: inhibitors; cell surface uPA generation assay, qHTS; AID 540303; active = well fitted inhibition curve with a large enough effect; inconclusive = small, poorly fitted or top-dose-only effect; inactive = no such curve, though single readings can be large or run the other way; tested in mouse RAW 264.7 cells; also: % is scaled to controls: 0 for no effect and ±100 for the full control effect; nearly all actives have a fitted effect of over 55% in size
FLuc modulator = inhibits or activates purified firefly luciferase, miR-21 counter-screen; purified FLuc, Km substrates, luminescence inhibition; Potency, µM (doses to about 57.5 µM), inactives show at the highest dose activity change, negative = inhibition, hits mostly inhibitors; hit rate 6.9% among 360,000;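 also: plate controls were vehicle for no effect and reference inhibitor for full effect; nearly all actives have a fitted effect of over 55% in size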
Target sequence (P08659 whole entry, looked up): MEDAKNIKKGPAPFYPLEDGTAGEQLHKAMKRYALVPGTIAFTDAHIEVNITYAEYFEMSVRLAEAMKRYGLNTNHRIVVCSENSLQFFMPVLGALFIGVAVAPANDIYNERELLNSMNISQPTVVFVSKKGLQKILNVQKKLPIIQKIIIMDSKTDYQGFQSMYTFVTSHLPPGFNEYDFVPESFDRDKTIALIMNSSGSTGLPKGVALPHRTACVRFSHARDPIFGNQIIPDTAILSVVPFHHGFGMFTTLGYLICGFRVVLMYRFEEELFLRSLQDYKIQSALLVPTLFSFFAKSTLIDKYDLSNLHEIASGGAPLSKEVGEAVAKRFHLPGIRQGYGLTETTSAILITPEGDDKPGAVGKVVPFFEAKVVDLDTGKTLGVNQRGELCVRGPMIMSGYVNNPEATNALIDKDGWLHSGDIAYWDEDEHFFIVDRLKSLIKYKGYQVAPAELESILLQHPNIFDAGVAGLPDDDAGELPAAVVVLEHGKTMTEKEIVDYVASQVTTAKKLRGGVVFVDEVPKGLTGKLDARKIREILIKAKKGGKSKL
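Biochemical qHTS of compounds, final roughly 60 µM downward over six points, against 10 nM purified firefly luciferase using Km concentrations of substrates (10 uM D-luciferin, 10 uM ATP) in Tris acetate pH 7.5 buffer; luminescence output.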
NPC1 prom act = activates the NPC1 promoter | Huh7 NPC1 promoter luciferase reporter, 24 h | hit rate 2.4% among 320,000 | AID 485313 | Potency, µM (titrated, usually from 9.22 µM), without a hit: at the highest dose activation, actives largely listed as activators;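 also: % of control where 0% means no effect; nearly all actives have a fitted effect of over 60% in size; reporter is driven by a mutant NPC1 promoter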
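Luminescence read-out of NPC1 promoter-driven luciferase in stably transfected Huh7 cells; compounds delivered in DMSO and left 24 h at 37C, 5% CO2, qHTS titration format.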
p53 reactivator = mutant p53 re-activation in reporter cells; Potency, µM (doses to about 92.2 µM), without a hit: at the highest dose activity change, positive = activation, hits mostly activators; H1299 p53-A138V BP100-luciferase reporter, luminescence, 24 h; AID 504706; hit rate 0.063% among 320,000; also: % of control where 0% means no effect; nearly all actives have a fitted effect of over 45% in size
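H1299 (p53-null), stable ts p53-A138V + BP100-Luc; 1000 cells/well, Opti-MEM/10% FBS; cpd 4 pt, 1:5; 24 h, 37 deg C, 5% CO2; detection reagent 10 min RT; luminescence.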
RORg inh = inhibitors of mouse ROR gamma transcriptional activity | hit rate 5.4% among 310,000 | Potency, µM (doses to about 53.6 µM), for the others: at the highest dose activity change, negative = inhibition, usual class: inhibitors | Drosophila S2 Gal4-RORgamma UAS-luciferase reporter, 20 h; also: % is scaled to controls: 0 for no effect and ±100 for the full control effect; nearly all actives have a fitted effect of over 60% in size
Target sequence (P51450 whole entry, looked up, the tested form may be a part): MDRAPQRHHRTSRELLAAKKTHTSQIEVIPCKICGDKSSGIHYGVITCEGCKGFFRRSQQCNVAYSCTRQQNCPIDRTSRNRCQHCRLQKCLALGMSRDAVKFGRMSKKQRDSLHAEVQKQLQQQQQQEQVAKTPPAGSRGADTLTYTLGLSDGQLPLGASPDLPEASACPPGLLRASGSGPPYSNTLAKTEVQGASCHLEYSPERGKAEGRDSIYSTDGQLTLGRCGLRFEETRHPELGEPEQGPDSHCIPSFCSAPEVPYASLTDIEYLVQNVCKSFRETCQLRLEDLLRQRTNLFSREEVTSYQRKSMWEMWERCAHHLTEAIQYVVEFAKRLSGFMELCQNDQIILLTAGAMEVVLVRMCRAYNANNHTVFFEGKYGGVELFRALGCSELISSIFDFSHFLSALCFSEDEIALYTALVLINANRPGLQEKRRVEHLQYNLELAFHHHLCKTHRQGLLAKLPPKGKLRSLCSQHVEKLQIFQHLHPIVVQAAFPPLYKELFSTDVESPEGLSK
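Read-out: Photinus luciferase luminescence; inhibitors lower reporter signal. Insect Schneider cells with Gal4-ROR gamma fusion under metallothionein promoter, UAS reporter; 700 uM final copper sulfate induction, 20 hr, ambient temperature.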
Rab9 prom act = activators of Rab9 promoter; Huh7 Rab9 promoter-luciferase reporter, luminescence, 24 h; Potency, µM (series often up to 9.22 µM), inactives show top-dose activation, negative = inhibition, hits mostly activators; hit rate 2.8% among 320,000; AID 485297; also: % of control where 0% means no effect; nearly all actives have a fitted effect of over 60% in size
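Luminescence from Amplite-detected luciferase (10 minutes, ambient) reports Rab9 promoter activation. Before that, stable Rab9-luciferase Huh7 cells (1500/well, reduced-serum OP-MEM I plus 10% FBS) were exposed to compound for 24 hours at 37C.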
ELG1 genotox = genotoxicity induction in ELG1-luciferase HEK293T cells; HEK293T ELG1-luciferase reporter, luminescence, 16 h; Potency, µM (doses to about 46 µM), inactives show top-dose activity change, positive = activation, actives largely listed as activators; hit rate 1.3% among 330,000; AID 504466; also: % of control where 0% means no effect; nearly all actives have a fitted effect of over 60% in size
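Cells (2,000/well) expressing the ELG1-luciferase fusion are dosed by pin tool and kept 16 hr at 37 °C, 5% CO2. Signal comes from ONE-Glo luciferase reagent after 30 min at room temperature.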
Starred values were filed as active, the others as inactive; ? = inconclusive; · = no result given; [ ] = dose if it differs, or a comment. Unless noted, calls follow the shape of the dose curve; as a rule, active = well fitted curve in the direction sought with a large enough effect; inconclusive = small, poorly fitted or top-dose-only effect, or another doubt; inactive = no such curve, though single readings can be large; an effect the other way counts as inactive or inconclusive. Potency is read from the fitted curve at half-maximal effect.

SMILES	Gal4-VP16 FLuc	BRCA1 expr act	MBNL1 CUG block	uPA generation	FLuc modulator	NPC1 prom act	p53 reactivator	RORg inh	Rab9 prom act	ELG1 genotox
O=C(Oc1c(CN2CCOCC2)cc(Cl)c2cccnc12)c1ccc(F)cc1	-15%	-116%[inhibitor]	?	-16%	7%	-3%	10%	-5%	-13%	-15%
COc1ccccc1Nc1nc(-c2c(C)[nH]c3ccccc23)cs1	0%	-47%	44%[activator]	4%	11µM*	15%	?	-3%	16%	11%
O=C(CNCc1ccco1)Nc1cccc(S(=O)(=O)N2CCCCC2)c1	1%	-9%	-1%	1%	0%	1%	5%	38%	-2%	-3%
CS(=O)c1ccccc1COC(=O)Nc1cccc(Cl)c1 (stereo not given)	13%	-2%	0%	-14%	2%	2%	3%	?	-2%	1%
COCCN(C(=O)C(=O)NC1CCCC1)C(C(=O)NC1CCCC1)c1ccccc1F (stereo not given)	22%	13%	2%	13%	6%	-7%	10%	8%	-1%	2%
Cc1cccc(N2CCN(C(=O)C(Cc3ccccc3)NC(N)=O)CC2)c1C (stereo not given)	0%	-7%	-3%	-2%	1%	0%	-3%	-10%	-2%[1.84 µM]	0%
CCN(CC)CCn1c(=S)[nH]c2ccccc2c1=O	6%	-12%	-6%	-5%	10%	-3%	2%	-35%	-5%	1%
COC(=O)c1noc(-c2ccc(C)cc2)n1	-5%	-20%	-15%	·	11µM*	-1%	-10%	?	-5%	2%
Cc1ccccc1-n1c(SCc2c(C)noc2C)nnc1-c1ccncc1	4%	-9%	5%	-7%	0%	-7%	?	8%	-4%	?
Cc1cccc(N=C2NC(=O)/C(=C/C=C/c3ccco3)S2)c1C	-13%	8%	-11%	-6%	?	-3%	13%	-5%	1%	0%
CSCC[C@H](NC(=O)c1cccc([N+](=O)[O-])c1C)c1nc2ccccc2[nH]1	21%	-15%	11%	-4%	-5%	0%	-3%	21%	1%	-3%
Cc1ccc(NC(=O)COc2ccccc2)cc1S(=O)(=O)N1CCCCCC1	·	-35%	·	-3%	0%	-1%	1%	·	0%	?
Cc1cc(C(=O)NCCC2=CCCCC2)ccc1[N+](=O)[O-]	8%	5µM*	?	1%	12µM*	4.5µM*	7%	39%	1.8µM*	?
c1ccc2c(c1)nc(N1CCCCC1)c1ccccc12	-59%	-14%	1%	-3%	-1%	2%	19%	-77%	-1%	-4%
Cc1ccc(N(C)S(=O)(=O)c2ccc3c(c2)NC(=O)C(C)S3)cc1 (stereo not given)	-16%	6%	-3%	-6%	-1%	-8%	-3%	10%	-6%	-9%
Nn1c(SCC(=O)Nc2cccc(S(N)(=O)=O)c2)nnc1C1CC1	15%	-1%	-2%	12%	4%	-3%	-1%	-4%	1%	5%
CCOc1ccccc1OC(=O)c1cc2ccccc2oc1=O	-8%	-4%	?	13%	?	2%	1%	8%	-4%	5%
COc1ccc(CNc2nc(NCc3ccc(OC)c(OC)c3)n(C(=O)c3cccs3)n2)cc1OC	5%	1%	8%	8%	11µM*	-3%	10%	?	-1%	-3%
O=C(NC1CCC(O)CC1)c1cc(-c2ccco2)nc2ccccc12 (stereo not given)	-11%	-37%	17%	0%	-2%	-2%	-2%	7%	-4%	1%
CSC1=C(C#N)C(c2ccc(Cl)cc2)C2=C(CC(C)(C)CC2=O)N1 (stereo not given)	-4%	-39%	3%	-8%	-12%	-22%	-7%	29%	-26%	-4%
COc1ccccc1NS(=O)(=O)c1cc(NC(=O)c2cnccn2)ccc1N1CCOCC1	-14%	-21%	·	-3%	0%	-3%	-1%	3%	2%	0%
COC(=O)CSC1=C(C#N)C(c2ccsc2)CC(=O)N1 (stereo not given)	?	-68%	0%	-8%	-4%	-4%	11%	?	1%	-1%
CCC(=O)NNC(=O)c1cc(COc2cc(Cl)cc(Cl)c2)on1	-1%	-10%	-8%	2%	-2%	-1%	-3%	-10%	2%	-1%
Cc1ccc(C(=O)NC(=S)N2CCCC2)cc1	5µM*	5%	-1%	-6%	2%	5%	-11%	0.89µM*	-3%[1.84 µM]	25%
O=C(/C=C/c1ccccc1[N+](=O)[O-])Nc1cccc(S(=O)(=O)NC2=NCCCCC2)c1	·	-8%	·	-19%	·	·	3%	·	·	0%
CN1CCN(S(=O)(=O)c2ccc(NC(=O)COc3ccccc3Cl)cc2)CC1	-4%	2%	?	-6%	-2%	-1%	-1%	-7%	-1%	-8%
COc1ccc2oc(C(=O)OCC(=O)/C(C#N)=C(\C)N)c(C)c2c1	-8%	82%	10%	7%	-19%	23%	20%	19%	?	?
CCOC(=O)c1c(NC(=O)/C=C/C(=O)O)sc(C)c1-c1ccc(C(C)(C)C)cc1	?	-82%[inhibitor]	3%	-14%	?	-7%	-9%	11µM*	-5%	-3%
CCOC(=O)C1=C(COC(=O)CCc2ccc(F)cc2)NC(=O)NC1C (stereo not given)	·	7%	·	17%	-1%	-5%	-5%	·	-2%	0%
Cc1ccc(/C(N)=N/OC(=O)Cc2ccccc2)cc1	0%	?	?	2%	19µM*	18%	?	36%	1%	?
O=S(=O)(Cc1ccccc1Cl)NCCOc1ccccc1	4%	33%	-19%	-4%	-1%	-1%	5%	28%	0%	0%
COc1cccc(C2c3[nH]c4ccccc4c3C[C@H]3C(=O)N(C4CCN(Cc5ccccc5)CC4)CC(=O)N23)c1 (stereo not given in full)	-2%	-25%	-14%	?	0%	-7%	21%	7%	-9%	-4%
CC(Sc1nnc(-c2ccco2)o1)C(=O)NCCC1=CCCCC1 (stereo not given)	22%	1%	-1%	-1%	1%	1%	0%	6%	-5%	-1%
Cc1ccc(S(=O)(=O)n2cnc3ccccc32)cc1	24%	1%	9%	2%	-2%	1%	3%	4%	0%	2%
CCN(CC)c1ccc(C(=O)Nc2ccccc2)cc1[N+](=O)[O-]	-14%	10µM*	?	4%	12µM*	?	-12%	41%	?	0%
C=CCN(CC=C)C(=S)NC(=O)/C=C/c1ccc(C)cc1	?	-19%	-19%	1%	-6%	0%	-6%	6.3µM*	-5%	-1%
COc1cccc(/C=C2\NC(=O)NC2=O)c1O	-11%	?	?	6%	7.6µM*	29%	12%	-11%	26%	?
N#Cc1ccccc1OCC(=O)Nc1c(C(=O)C2CC2)oc2ccccc12	-14%	-23%	1%	1%	7%	-5%	-4%	-29%	2%	10%
C=CCn1c(SCC(=O)N2c3ccccc3Sc3ccccc32)nnc1-c1ccco1	-12%	-5%	0%	5%	0%	2%	-4%	38%	-5%	-8%
CCc1ccccc1OCCOc1ccc(C)cc1OC	7%	4%	-6%	5%	-18%	0%	7%	35%	16%	1%
O=C(C/C(=N/O)c1ccccc1O)C(F)F	8%	27%	-15%	-5%	1%	-4%	16%	-6%	3%	2%
CCOc1ccc(C(=O)Nc2ncccc2Cl)cc1	4%	83%	-5%	-7%	15µM*	?	15%	17%	?	?
COc1ccc(NC(=O)CC2C(=O)NCCN2C(=O)c2ccc(Cl)cc2)cc1 (stereo not given)	-3%	10%	·	14%	-1%	-3%	11%	20%	-1%	-3%
COC(=O)/C=C1\SC(N)=NC1=O	-3%	-1%	-2%	-19%	-1%	3%	-4%	-27%	2%	-1%
CC(C)CCN1CCN(Cc2cc3ccccc3[nH]2)CC1CCO (stereo not given)	2%	-10%	5%	3%	1%	7%	·	10%	2%	-5%
CCOC(=O)C(C)Oc1ccc(NC(=O)C(Cl)(Cl)Cl)cc1 (stereo not given)	-4%	-15%	6%	10%	0%	3%	-1%	12%	-1%	2%
Cc1ccc(OCCn2c(C)nc3ccccc32)cc1	?	5%	3%	-11%	-12%	-1%	·	-12%[1.91 µM]	-5%	0%
Cc1nc2sc(C#N)c(N)c2c2c1CCCC2	-5%	27%	?	0%	?	10%	2%	12%	-3%	-6%
C/C(=N\NC(=O)CN1CCN(S(=O)(=O)c2ccc(C)cc2)CC1)c1ccncc1	-2%	30%	0%	-8%	-1%	-6%	0%	-10%	-1%	-6%
O=C(NCCc1ccccc1)c1c(F)c(F)c(F)c(F)c1F	25%	19%	-18%	1%	?	9%	?	7%	12%	1%
COc1cc(C2c3c(n[nH]c3C)C(=O)N2c2ccc(Br)cc2)ccc1O (stereo not given)	26%	-6%	1%	-1%	0%	-2%	2%	35%	-3%	0%
Cc1cc(C)c(C)c(OCC(=O)O/N=C(\N)c2cccnc2)c1	?	-29%	·	15%	6%	-5%	1%	-1%	0%	-5%
CC(C)C1Oc2ccccc2C(=O)N(CC(=O)c2ccc3c(c2)OCCO3)C1=O (stereo not given)	1%	?	-2%	12%	2.4µM*	1.1µM*	?	22%	1.4µM*	?
CCOC(=O)C1CCN(C(=O)c2cc(S(=O)(=O)N3CCCCCC3)ccc2OC)CC1	·	10%	·	-4%	-1%	3%	5%	·	4%	-6%
